CCHF vOTU inh – CCHFV vOTU protease inhibitors, primary screen, biochemical, Pep-AMC substrate, fluorescence | Crimean-Congo hemorrhagic fever virus L polyprotein viral ovarian tumor (vOTU) protease … | inhibition, % at 11.5 µM | hit rate 0.55% among 370,000 | AID 651958, 2012; in the data active = inhibition above about 30%; note: 0% = vehicle wells with enzyme and 100% = no enzyme wells
BoNT-F LC inh – BoNT/F light chain protease inhibitors, primary screen, biochemical, flow cytometry, MLPCN library | Botulinum neurotoxin type F light chain protease (Clostridium botulinum) | Multiplex microsphere protease cleavage assay | inhibition, % at 10 µM | hit rate 0.22% among 360,000 | AID 588497, 2011; in the data active = inhibition above about 35%, passing the limit was not always enough; inconclusive = no clear call, values can overlap the other calls; note: plate controls were buffer without enzyme for full effect and enzyme alone for no effect
PrPC TRFRET – inhibitors of human cell surface prion protein PrPC, primary screen, cell-based, TR-FRET; Major prion protein (Homo sapiens), P04156; TR-FRET read-out; inhibition, % at 13.8 µM; hit rate 0.43% among 370,000; in the data active = inhibition above about 24%; note: 0% = median of the test wells and 100% = reference compound wells
TcdB GH inh – TcdB glycohydrolase inhibitors, primary screen, biochemical, single point, plate reader; Toxin B (Clostridioides difficile), P18177; TcdB glycohydrolase enzymatic assay; inhibition, % at 9.99 µM; hit rate 0.24% among 350,000; AID 652162, 2013; in the data active = inhibition above about 10%
PfHsp40 rescue – rescue of yeast from PfHsp40 toxicity, primary screen, S. cerevisiae, ATP luminescence; growth rescue, % at 12.5 µM; S. cerevisiae expressing PfHsp40, growth rescue; AID 504582, 2011; hit rate 0.68% among 340,000; in the data active = growth rescue above about 28%, passing the limit was not always enough; inconclusive = no clear call, values can overlap the other calls;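 note: yeast W303a lacking pdr1 and pdr3 grown in galactose medium; growth measured after three days at 30 °C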
BoNT A protease – BoNT/A light chain protease inhibitors, primary screen, biochemical, flow cytometry, MLPCN library | Botulinum neurotoxin type A light chain protease (Clostridium botulinum A str. ATCC 3502) | multiplex microsphere protease substrate cleavage | inhibition, % at 10 µM | hit rate 0.17% among 360,000 | AID 588499, 2011; note: plate controls were buffer without enzyme for full effect and enzyme alone for no effect
Anthrax LF inh2 – Bacillus anthracis LF protease inhibitors, primary screen, biochemical, multiplex microsphere, MLPCN library. Lethal factor (Bacillus anthracis), P15917. multiplex microsphere protease cleavage assay. inhibition, % at 10 µM. hit rate 0.12% among 360,000; note: plate controls were buffer without enzyme for full effect and enzyme alone for no effect
Y pestis TopoI – Yersinia pestis topoisomerase I inhibitors, primary screen, biochemical, cleavage product accumulation, plate reader, single point | hit rate 0.064% among 360,000 | DNA topoisomerase I (Yersinia pestis CO92) | activity, % at 10 µM | Y. pestis Topo-I cleavage product accumulation; in the data active = activity above about 50%, passing the limit was not always enough; inconclusive = no clear call, values can overlap the other calls; note: inactives centre near 2
FadD28 binding – inhibitors of FadD28 bisubstrate probe binding, primary screen, biochemical, fluorescence polarization, single point; AID 588549, 2011; Mycobacterium tuberculosis FadD28 fatty-acid-AMP ligase; hit rate 0.22% among 360,000; inhibition, % at 12.5 µM; in the data active = inhibition above about 8.5%, passing the limit was not always enough; inconclusive = no clear call, values can overlap the other calls
* marks the source's active call; other numbers are inactive results; u = inconclusive; x = no result given; & = joins results of further samples. Cut-off read from the data, not from the text of the source, unless noted: active = inhibition above about 30%; inconclusive = no clear call, values can overlap the other calls; inactive = below that.

Screens in order – PfHsp40 rescue | TcdB GH inh | BoNT-F LC inh | CCHF vOTU inh | Y pestis TopoI | PrPC TRFRET | FadD28 binding | BoNT A protease | Anthrax LF inh2
- COC(=O)c1ccccc1NC(=O)NCc1ccco1
    -0.6 | x | 22 | -1 | 5 | 7 | -2.4 | 13 | 3
- Cc1cccc(NC(=S)NNC(=O)c2ccco2)c1
    0.0 | x | 1 | -2 | 5 | 9 | -5.8 | 0.3 | -1
- O=C(O)C1CCC(=O)N(C2CC2)C1c1ccccc1 (stereo not drawn)
    0.5 | x | 10 | -3 | 1 | -1 | -1.8 | -0.7 | -1
- CCOc1ccc(-n2c(-c3ccco3)nc3c(cnn3-c3ccc(C)cc3)c2=O)cc1
    1.1 | 1.3 | -5 | 6 | 3 | -5 | -3.5 | -0.4 | -16
- CCSc1nnc(NC(=O)CSc2nnc(CNC(=O)c3ccc(OC)cc3)o2)s1
    -1.9 | x | -6 | 1 | -4 | -5 | -1.4 | -1.8 | 1
- CCOC(=O)CC(NC(=O)c1cc2ccccc2oc1=O)c1cccc([N+](=O)[O-])c1 (stereo not drawn)
    -0.3 | 1.3 | -17 | 3 | 1 | 1 | -1.5 | -1.1 | -2
- CC1Cc2ccccc2N1C(=O)CSc1nnc2c(n1)[nH]c1ccc(F)cc12 (stereo not drawn)
    -0.4 | x | 5 | 5 | -2 | -2 | -4.9 | 1.5 | 0
- O=C(NC1CCCC1)C(c1ccc(F)cc1)N(Cc1ccc(F)cc1)C(=O)CCl (stereo not drawn)
    0.6 | 1.0 | 6 | 1 | 12 | -1 | -1.0 | 0.7 | -1
- CCOC(=O)[C@H]1[C@H]2COc3ccc(Br)cc3[C@@H]2N2C(=O)c3ccc(F)cc3NC(=O)[C@@]12C
    3.7 | -0.5 | -1 | 3 | -7 | 5 | -1.9 | -0.9 | -5
- COC(=O)c1sccc1S(=O)(=O)N1CCCC(N(C)CCc2ccccn2)C1 (stereo not drawn)
    -2.7 | 0.2 | -1 | -13 | 2 | 0 | -3.0 | 3.8 | 0
- C=CCc1ccccc1OCC(O)CN(C(C)C)C(C)C (stereo not drawn)
    -0.4 | x | 1 | -1 | 0 | 9 | -4.7 | 1.2 | 0
- CC(C)N(C(=O)[C@H]1C[C@H](CC(=O)NCCCn2ccnc2)C(=O)N2CCc3c([nH]c4cc(CCC(=O)N(C)C)ccc34)[C@]12C)C(C)C
    0.2 | -9.5 | 1 | 27 | 15 | 0 | -0.3 | 0.2 | 1
- O=C(NCc1ccc(F)cc1)c1cc(C2CCCCN2S(=O)(=O)c2ccc(F)cc2F)on1 (stereo not drawn)
    x | 0.7 | -9 | 21 | 50 | 9 | -0.8 | -0.6 | -10
- COc1ccc(N2C(=O)CC(n3c(CCCCO)nc4ccccc43)C2=O)cc1 (stereo not drawn)
    0.3 | x | -5 | 9 | 3 | 1 | -2.0 | -0.5 | -2
- O=C1CNC(=O)/C(=C\c2ccc(F)cc2)N1
    -1.2 | 0.5 | 11 | -10 | -1 | 6 | -0.2 | -2.7 | -13
- C#Cc1ccc([C@@H]2C=C(C(=O)NCc3nc4ccccc4[nH]3)O[C@H](OCC)[C@H]2CCCO)cc1
    -0.4 | -0.1&-7.4 | -2 | -9 | 0 | 7 | -1.1 | -0.1 | -5
- Cc1ccc(S(=O)(=O)CCc2ccccn2)cc1
    -0.7 | x | -12 | 2 | 1 | 7 | -1.5 | -0.1 | -2
- Cc1c(Cl)ccc2c1NC(=O)C21NC(CCC(N)=O)[C@H]2C(=O)N(c3ccc(Cl)cc3)C(=O)[C@H]21 (stereo partly drawn)
    -1.6 | x | -7 | 0 | 3 | 1 | -2.7 | 1.4 | -2
- CC(C)/C=N/NC(=O)c1cccc(N2CCCC2=O)c1
    -1.2 | -2.6 | -3 | -4 | -3 | 1 | -2.3 | -1.3 | -3
- O=C(NC(=S)Nc1cc(Cl)ccc1N1CCOCC1)c1ccc(-c2cccc(Cl)c2)o1
    -1.1 | x | 0 | -10 | 8 | 4 | 0.8 | -1.1 | 0
- COC(=O)C1=C(c2ccc(C(C)=O)cc2)C[C@@H]2CC[C@H]1N2C(=O)N1CCC(C)CC1
    -1.0 | 1.1 | -1 | 3 | 0 | 2 | -1.5 | 0.7 | 3
- CC1=Nc2ccccc2/C1=C/c1nc(-c2ccc(C)s2)oc1O
    -0.7 | -1.1 | -22 | 6 | -27 | 2 | -2.2 | 9.4 | -6
- CN(C)/C=C(\C=O)c1ncc(C(F)(F)F)cc1Cl
    4.9 | 0.1 | 0 | -7 | -10 | -4 | -1.2 | -0.1 | -5
- CCOc1ccc(-n2c(Cc3cc(=O)[nH]c(=O)[nH]3)nnc2SCC)cc1
    0.3 | x | 4 | -3 | 4 | 2 | -1.7 | u | 0
- C#CCOCCOCCOCCNc1nc(N2CCN(C(=O)[C@H](CCC(=O)O)n3cc(CN)nn3)CC2)nc(N2CCN(C(=O)[C@H](CCCCN)n3cc([C@@H](N)CC(N)=O)nn3)CC2)n1
    -0.2 | 0.8 | -7 | 4 | -6 | -1 | -0.4 | -0.6 | 1
- COc1ccc(NC(=O)C2=C(C)C(=O)OC23CCC(C)CC3)cc1Cl (stereo not drawn)
    0.6 | x | -3 | 12 | 2 | -1 | -4.0 | -0.1 | 2
- CCOC(=O)c1ccc(N/C=C\C(=O)c2cccc(OC)c2)cc1
    0.9 | x | -7 | -18 | -2 | 2 | -2.0 | 0.3 | -3
- O=C(CNC(=O)c1cccs1)OCc1c(F)cccc1Cl
    -0.4 | -4.7 | -11 | 18 | 11 | 9 | 1.3 | 0.2 | -4
- CCC1(CCC(C)C)C(=O)NC(=S)NC1=O
    -0.2 | 0.4 | 5 | -1 | -3 | 0 | -1.3 | -0.1 | 2
- COCC1CCN(Cc2nc(COc3ccccc3)no2)C1 (stereo not drawn)
    2.0 | 0.3 | -5 | 9 | 1 | 6 | 0.0 | 0.1 | -1
- O=C1CCc2cc(S(=O)(=O)Nc3ccccc3)ccc2N1
    -0.8 | -1.6 | 4 | 6 | 3 | 1 | -2.6 | 0.0 | 10
- CSC1=NCCN1S(=O)(=O)c1ccc(NC(C)=O)cc1
    0.4 | 0.7 | 2 | -11 | 1 | 0 | -4.2 | -1.3 | -1
- COc1ccccc1N(CC(=O)NCc1cccnc1)S(C)(=O)=O
    5.5 | x | -6 | -7 | 10 | 3 | -0.9 | -1.4 | 2
- COC(=O)[C@H]1C[C@H]2[C@@H]3CC[C@H]4C[C@@H](OC)CC[C@]4(C)[C@H]3CC[C@]2(C)[C@@]2(CCCO2)O1
    -0.8 | 3.1 | -1 | 5 | 8 | 1 | 0.3 | -0.5 | 1
- CCOC(=O)c1c(N2C(=O)Nc3ccccc3N2O)sc2c1CCCC2
    -0.6 | -1.9 | 0 | 7 | 3 | 8 | -2.5 | 1.2 | 0
- C=C(C)CN(CC)CCC(=O)Nc1ccc(OC)cc1OC
    -0.3 | x | -12 | -2 | -3 | -5 | -2.3 | -0.3 | -17
- O=C(OC1CCN(CCCl)CC1)C(c1ccccc1)c1ccccc1
    -1.1 | 1.4 | -6 | 0 | 22 | -9 | 0.2 | -0.6 | 2
- COC(=O)[C@@H]1C[C@@]2(O)[C@H](O)[C@H](O)[C@H](O)C[C@H]2N1C/C=C/c1ccccc1
    -0.8 | 0.5 | 0 | 4 | 4 | -3 | -4.7 | 0.2 | 3
- CSCCC(NC(=O)c1ccco1)C(=O)N(C)CC(=O)Nc1c(Cl)cccc1Cl (stereo not drawn)
    0.3 | 3.6 | 6 | -3 | 12 | -1 | -0.2 | 0.8 | -3
- CC(=O)c1ccc(NC(=O)C2CCCN(C(=O)c3ccc(Cl)cc3)C2)cc1 (stereo not drawn)
    0.0 | 1.0 | -7 | -6 | 9 | -6 | -1.9 | -1.5 | -6
- CC(C)c1ccc(CN(C(=O)c2cccs2)C2CCS(=O)(=O)C2)cc1 (stereo not drawn)
    -0.3 | 0.0 | 6 | -12 | 3 | 0 | -3.0 | 0.3 | 0
- Cc1ccc2cc(CN(CCN(C)C)C(=S)Nc3ccccc3)c(=O)[nH]c2c1C
    0.4 | 1.0 | -1 | 4 | 3 | -7 | -4.0 | 0.5 | 2
- COC(=O)CCC(=O)COc1ccc(OC)cc1C#N
    -0.5 | x | -15 | -4 | -5 | -2 | -5.5 | -0.9 | -3
- COc1ccccc1N(CC(=O)NCCSCc1cccc(Cl)c1)S(C)(=O)=O
    0.6 | -0.4 | 12 | 8 | 3 | 2 | -0.4 | 1.0 | -3
- CCn1nc(NC(=O)c2ccccn2)c2cc3cccc(C)c3nc21
    -1.5 | x | -12 | 16 | -5 | -11 | -1.9 | -0.4 | 2
- OC(c1cc(Cl)cc(Cl)c1)c1ncc(-c2ccccc2F)[nH]1 (stereo not drawn)
    x | -0.4 | -4 | 10 | -11 | 3 | -2.1 | -0.3 | 2
- C=CCn1c(O)c(N=NC(=S)Nc2cccc(OC)c2)c2ccccc21
    3.7 | x | 4 | -4 | -4 | 3 | -1.3 | 28 | 20
- C=CCNc1nc(SC)nc2ccsc12
    -0.9 | x | 5 | 1 | -1 | 9 | 0.3 | -0.9 | -1
- COc1ccc(OC)c(C2=C/C(=C/c3ccccn3)C(=O)O2)c1
    -0.6 | 0.1 | 8 | 11 | 4 | -8 | -2.2 | 5.7 | -1
- COc1cccc(N2CCN(C(=O)c3[nH]c(C)c(C(C)=O)c3C)CC2)c1
    0.1 | x | -3 | 7 | -3 | 12 | -2.5 | -0.6 | -2
- COC(=O)CSc1nnc(CSc2nc(C)cc(C)n2)o1
    -1.1 | -0.8 | -1 | 4 | 1 | -4 | -3.4 | 0.1 | -1
- Cc1ccccc1-n1nc(C)c(N=O)c1N
    1.2 | 0.1 | 0 | -3 | 10 | -25 | -0.7 | -0.2 | -6
- O=C(CCc1ccccc1)N1CCN(c2ccc(F)cc2)CC1
    -1.1 | 1.2 | -3 | 8 | 5 | 9 | -0.9 | -0.8 | 0
- O=C(NCCc1c[nH]c2ccccc12)/C(=C\c1cccnc1)NC(=O)c1ccccc1F
    -1.1 | -1.1 | -5 | 5 | 1 | 7 | -0.2 | -0.5 | -5
- CC(C)(C)CCN1CCC(CN2CCNC2=S)CC1
    x | 1.1 | -6 | 1 | 1 | -10 | -0.2 | -0.1 | 0
- N#CCSc1nnc(Nc2ccccc2)s1
    -0.2 | x | 1 | 8 | 3 | 6 | -3.3 | 2.1 | -2

Pulled by structure from above, 3 records:
Screens in order – PfHsp40 rescue | TcdB GH inh | BoNT-F LC inh | CCHF vOTU inh | Y pestis TopoI | PrPC TRFRET | FadD28 binding | BoNT A protease | Anthrax LF inh2
- N#CCSc1nnc(Nc2ccccc2)s1
    -0.2 | x | 1 | 8 | 3 | 6 | -3.3 | 2.1 | -2
- C=CCNc1nc(SC)nc2ccsc12
    -0.9 | x | 5 | 1 | -1 | 9 | 0.3 | -0.9 | -1
- CSC1=NCCN1S(=O)(=O)c1ccc(NC(C)=O)cc1
    0.4 | 0.7 | 2 | -11 | 1 | 0 | -4.2 | -1.3 | -1

From PubChem
